XIAP antagonists: XIAP antagonists, biochemical, IAP family, fluorescence polarization (AID 1018) | XIAP BIR domain, fluorescence polarization peptide displacement; higher % means a stronger effect | one-dose displacement, % at 20 µM; IC50 in µM for titrated hits | 200,000 compounds, 0.007% hits; in the data active = displacement above about 50%; also: a part of the inactive calls stands beside numbers as strong as those of hits
Dengue-2 NS5 capping: Dengue-2 NS5 methyltransferase inhibitors, primary screen, biochemical, confirmation dose response (AID 588689) | Dengue-2 NS5 methyltransferase capping enzyme assay, biochemical; higher % means a stronger effect | inhibition, % at 25 µM, or IC50 in µM where a hit was titrated | 340,000 compounds, 0.3% hits; in the data active = a potency from the dose series; inconclusive = inhibition above about 29% without an active follow-up result
Siah-1 displacement: Siah-1 peptide-binding antagonists, primary screen, biochemical, fluorescence polarization, rhodamine-plectin, uHTS (AID 1817); Siah-1 / rhodamine-plectin peptide fluorescence polarization; higher % means a stronger effect; displacement, % at 20 µM, or IC50 in µM where a hit was titrated; 290,000 compounds, 0.02% hits;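 active = displacement of at least 50% at 20 µM, with a fluorescence ratio check between 0.3 and a set limit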;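 also: plate controls were Siah plus tracer with DMSO for no effect and tracer alone without Siah for full effect; strong numbers were not always called active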
AID2073: inhibitors of Mint1-CaV2.2 protein interaction, biochemical, HTRF (AID 2073). 290,000 compounds, 0.19% hits. HTRF protein-protein interaction, Mint1-CaV2.2; higher % means a stronger effect. inhibition, % at 20 µM; hits with a dose series show IC50 in µM; in the data active = inhibition mostly above about 51%, no sharp cut-off; inconclusive = no clear call, values can overlap the other calls; inactive = mostly below about 53%; also: some results filed as inactive read as strong as hits
MgcRacGAP inhibition: MgcRacGAP GTPase-activating activity inhibitors, confirmation, biochemical, ADP Hunter fluorescence; MgcRacGAP-stimulated Rac1 GTP hydrolysis, ADP Hunter fluorescence; higher % means a stronger effect; GST-tagged Rac1 F28L mutant substrate; 340,000 compounds, 0.6% hits; one-dose inhibition, % at 30 µM; IC50 in µM for titrated hits; AID 624330;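 active = first-screen hits whose inhibition reached a set limit at any dose in the follow-up dose series; inconclusive = inhibition above the set first-screen limit but never retested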;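 also: fluorescence reports GDP produced by GAP-driven GTP hydrolysis; strong numbers were not always called active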
SV40 large T antigen: SV40 large T antigen inhibitors, biochemical (AID 1903); SV40 large T antigen ATPase/helicase inhibition assay; higher % means a stronger effect; inhibition, % at 20 µM, or IC50 in µM where a hit was titrated; 310,000 compounds, 0.39% hits; in the data active = a potency from the dose series; inconclusive = inhibition mostly from about 32% at the one dose, without a potency; inactive = the rest, 99 in 100 with inhibition below about 32%; also: strong numbers were not always called active
RSV CPE inhibition: RSV antiviral activity via CPE protection, HEp-2 cells, primary 10 µM value included (AID 2391) | HEp-2 cells, RSV-induced CPE inhibition; higher % means a stronger effect | CPE inhibition, % at 10 µM; hits with a dose series show IC50 in µM | 310,000 compounds, 0.13% hits; in the data active = a potency from the dose series; inconclusive = CPE inhibition mostly from about 23% at the one dose, without a potency; inactive = the rest, 99 in 100 with CPE inhibition below about 21%; also: strong numbers were not always called active
HIV fusion peptide: inhibitors of HIV fusion peptide binding, primary screen, biochemical, uHTS, fluorescence dequenching (AID 1986). cell-free peptide binding, fluorescence dequenching, 30 min; higher % means a stronger effect. inhibition, % at 20 µM; hits with a dose series show IC50 in µM. 290,000 compounds, 0.3% hits; in the data active = inhibition mostly above about 52%, no sharp cut-off; inactive = mostly below about 76%; also: some results filed as inactive read as strong as hits
LYP inhibition: PTPN22 lymphoid phosphatase activity blockers – biochemical, fluorescence intensity, uHTS (AID 1779); recombinant LYP phosphatase, fluorescence intensity; higher % means a stronger effect; 290,000 compounds, 0.054% hits; inhibition, % at 11.5 µM; hits with a dose series show IC50 in µM; in the data active = inhibition above about 50%;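 also: plate controls were vehicle with enzyme for no effect and no enzyme for full effect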
Dengue-2 NS5 capping pilot replicate: recorded beside Dengue-2 NS5 capping, whose call it bears; inhibition, %; measured here: pilot screen replicate inhibition
Numbers without * were called inactive; ? = inconclusive; . = not tested or not shown.

SMILES	XIAP antagonists	Dengue-2 NS5 capping	Siah-1 displacement	AID2073	MgcRacGAP inhibition	SV40 large T antigen	RSV CPE inhibition	HIV fusion peptide	LYP inhibition	others
Fc1ccc(-n2cc(CNCCc3ccccn3)c(-c3ccccc3Cl)n2)cc1	-5.2%	-7%	7%	2%	10%	3%	5.2%	0.7%	-9%
O=C(NCc1ccccn1)C1CCN(S(=O)(=O)c2cccs2)CC1	-9.8%	-7%	3%	1%	11%	4%	-0.5%	-1.9%	-12%
O=C1CC(c2cccc(Cl)c2)C(n2cncn2)C(=O)C1C1NCCc2ccccc21 (stereo not drawn)	-3.4%	2%	-2%	-5%	5%	19%	1.0%	-1.0%	-6%
CN(C(=O)COC(=O)c1cccc(S(=O)(=O)N2CCCCCC2)c1)C1CCS(=O)(=O)C1 (stereo not drawn)	.	-7%	.	.	-2%	18%	-0.3%	.	.
CCC(C)(C(=O)Nc1c(C)cccc1C)N(C)C(=O)c1ccc2ccccc2n1 (stereo not drawn)	.	-5%	4%	-5%	0%	10%	1.2%	-0.7%	-10%
CCC(C(=O)N/N=C(\C)c1cccnc1)c1ccccc1 (stereo not drawn)	.	-7%	2%	-9%	3%	-11%	-0.1%	-0.9%	-2%
Cn1cc(CN2CCCC(CO)C2)c(-c2ccc(Oc3ccccc3)cc2)n1 (stereo not drawn)	-5.0%	-3%	1%	-7%	8%	2%	-0.9%	0.7%	-5%
Cc1nc(-c2ccccc2)sc1C1(C)CC(c2cccc(F)c2)=NO1 (stereo not drawn)	.	-6%	.	.	7%	14%	0.6%	.	.
CCOC1(OCC)C(c2ccc(Cl)cc2)C(C#N)(C#N)C1(OCC)OCC (stereo not drawn)	-2.0%	-7%	-3%	6%	5%	12%	2.9%	-0.1%	2%
N#C/C(=C\c1ccccc1)C(=O)N(c1ccccn1)C1CCCCC1	-8.9%	-24%	5%	9%	18%	8%	2.9%	1.5%	0%
Cc1cc(NC(=S)Nc2cccc3ccccc23)n[nH]1	-4.6%	-5%	1%	6%	7%	8%	-1.2%	0.6%	4%
CC(C(=O)Nc1ccccc1Oc1ccccc1)c1ccccc1 (stereo not drawn)	-6.4%	1%	-4%	-7%	9%	9%	1.6%	0.6%	-5%
COc1cccc(COC(=O)C2CC(=O)N(Cc3ccco3)C2)c1OC (stereo not drawn)	.	-1%	0%	-2%	4%	2%	1.1%	-0.2%	-5%
CCCC(=O)Nc1cc(-c2nc3ncccc3o2)ccc1Cl	.	-5%	-5%	10%	6%	1%	1.3%	-1.5%	-5%
Nc1ccc(N=Nc2ccccc2)c2ccccc12	.	-1%	-2%	5%	6%	1%	?	-5.8%	5%
CCC1SC2=NC(C)=C(C(=O)OC)C(c3ccc(C(=O)OC)cc3)N2C1=O (stereo not drawn)	-7.2%	4%	0%	-1%	0%	19%	-1.2%	1.9%	-3%
CNC(=O)CSc1nnc(-c2cccc(S(=O)(=O)N3CCOCC3)c2)n1-c1ccc(F)cc1	-3.7%	-1%	3%	-2%	4%	10%	1.0%	-2.3%	-1%
c1ccc(-c2c[nH]c3[n+]2CCCCC3)cc1	-4.2%	-7%	-2%	-5%	1%	13%	0.4%	-1.1%	-7%
COc1ccc(CNC(=O)COC(=O)CO/N=C(\C)c2ccc3c(c2)OCO3)cc1	.	1%	.	.	3%	8%	0.7%	.	.
O=C(/C=C/c1ccccc1Cl)NCCCn1ccnc1	.	0%	4%	10%	4%	16%	1.6%	1.2%	-8%
O=C(CSc1nc(=O)n(CCCN2CCOCC2)c2c1CCCC2)Nc1cccc([N+](=O)[O-])c1	.	-3%	.	.	4%	14%	-1.1%	.	.
Cc1ccc(C)c(NS(=O)(=O)c2cc(C(=O)Nc3ccccc3-c3ccccc3)ccc2Cl)c1	-6.0%	-1%	-1%	7%	-2%	2%	13%	1.3%	-4%
Cc1cc(NC(=O)c2ccccc2C)no1	.	-2%	2%	34%	-12%	7%	1.5%	-0.7%	-8%
C=CCn1c(Cc2cccs2)nnc1SCC(=O)Nc1ccc(OC)c(OC)c1	0.4%	2%	2%	-9%	-2%	11%	-0.1%	0.5%	3%
O=C(O)c1ccc(-n2c(=O)c3ccccc3c3ccccc3c2=O)cc1	-12%	-7%	-4%	-3%	9%	16%	1.6%	1.1%	-4%
SMILES	XIAP antagonists	Dengue-2 NS5 capping	Siah-1 displacement	AID2073	MgcRacGAP inhibition	SV40 large T antigen	RSV CPE inhibition	HIV fusion peptide	LYP inhibition	others
CCc1cccc(CC)c1NC(=O)C1SC(=Nc2ccccc2C)C(c2nc3ccccc3s2)=C1N (stereo not drawn)	-2.5%	-19%	-1%	15%	6%	9%	9.4%	7.4%	6%
CC1(C)SC2c3ccccc3C(=O)N2[C@@H]1C(=O)NC1CC1 (stereo partly drawn)	.	-4%	5%	-8%	3%	10%	0.6%	1.6%	-11%
CC12CCC(C(=O)Nc3cc(Cl)ccc3Cl)(C(Br)C1=O)C2(C)C (stereo not drawn)	-1.9%	-7%	-7%	15%	8%	5%	1.8%	-2.0%	-6%
O=C(NCC1CCCCC1)c1cccnc1Cl	.	0%	0%	13%	7%	3%	0.3%	-1.2%	-6%
Cc1ccc(SCC(=O)NCCCc2ccccc2)cc1	-4.5%	-3%	5%	2%	2%	6%	-0.8%	-0.2%	-6%
COC(=O)CN1C(=O)S/C(=C/c2ccc(N3CCCCC3)o2)C1=O	-16%	?	-2%	28%	19%	22%	1.1%	1.6%	-9%
O=C(CSc1nc2c(c(=O)n1-c1ccccc1)SCC2)N1CCOCC1	-9.2%	2%	4%	0%	13%	2%	-0.2%	3.9%	0%
O=C(Nc1ccccc1Cl)c1ccc(=O)[nH]n1	.	-4%	-3%	15%	2%	-4%	-1.6%	-1.8%	0%
C=CCN(CC=C)C(=S)Nc1cc(Cl)ccc1OC	-4.5%	-5%	4%	-8%	-12%	11%	0.1%	-1.6%	-2%
O=S(=O)(Nc1ccc(S(=O)(=O)N2CCCC2)cc1)c1ccc(F)cc1	.	-6%	6%	5%	-4%	10%	0.3%	1.6%	-1%
Cc1cc(N)n2nc(C(F)(F)F)nc2n1	-4.2%	-16%	0%	-3%	2%	7%	-0.2%	-1.9%	-11%
CCOc1cc(N2CCOCC2)c(OCC)cc1NC(=O)COC(=O)[C@@H]1CCCN1S(=O)(=O)c1ccccc1F	-8.9%	-1%	3%	22%	-8%	10%	0.3%	1.1%	4%
O=C(NC1CCSC1)c1cccc(Cl)c1 (stereo not drawn)	.	-4%	-8%	-3%	5%	3%	.	-1.4%	-7%
COc1ccc(C(=O)Nc2ccnc(-c3cccnc3)n2)cc1	-11%	6%	5%	4%	4%	-5%	2.4%	0.8%	-9%
CC(=O)c1cccc(CN2CCN(C3CCCC3)C(CCO)C2)c1 (stereo not drawn)	-5.4%	1%	2%	33%	8%	12%	-0.8%	0.3%	-6%
Cc1cccc(C(=O)Nc2ccnc(-c3ccncc3)n2)c1	-0.6%	-6%	9%	7%	5%	5%	3.0%	2.0%	-2%
CC(=C\C(=O)O)/C(=C/c1ccc(C)o1)C(=O)O	0.7%	12%	5%	22%	4%	-1%	-0.1%	19%	-6%
O=C(COC(=O)c1cc(Cl)ccc1O)NNC(=O)c1ccc([N+](=O)[O-])cc1	.	4%	.	.	3%	10%	1.1%	.	.
CC(C)(C)NC(=O)C(c1ccccn1)N(C(=O)C1CSC(=O)C1)c1ccccc1F (stereo not drawn)	-7.4%	-4%	0%	3%	10%	7%	-0.1%	0.1%	-9%
Cc1cc(C(=O)NC2CC(C)(C)Cc3c2cnn3-c2ccccc2C)c(C)o1 (stereo not drawn)	.	-9%	-1%	9%	5%	9%	0.2%	0.4%	-4%
COCCCNC(CC(=O)Nc1ccc(OC)cc1OC)C(=O)O (stereo not drawn)	0.9%	1%	0%	2%	0%	-2%	0.0%	-1.2%	0%
COc1ccc(Br)cc1CN1CCC(N2CCCC2)CC1	.	1%	2%	-6%	60µM*	8%	-1.6%	-0.8%	-6%	Dengue-2 NS5 capping pilot replicate=-3.0
O=C(NCCS(=O)(=O)N1CCN(c2ccccc2F)CC1)c1cccs1	.	4%	.	.	5%	13%	-1.1%	.	.
FC(F)(F)c1cc(-c2ccccc2)nc(NCc2cccs2)n1	0.1%	-10%	11%	6%	3%	3%	13%	-0.6%	-2%
CCOC(=O)CCN	.	-7%	.	.	3%	14%	1.8%	.	.
SMILES	XIAP antagonists	Dengue-2 NS5 capping	Siah-1 displacement	AID2073	MgcRacGAP inhibition	SV40 large T antigen	RSV CPE inhibition	HIV fusion peptide	LYP inhibition	others
O=[N+]([O-])c1ccc(Nc2ccccc2O)c2nonc12	.	4%	-6%	-3%	20%	21%	0.1%	2.0%	-4%
Cc1ccc(NC(=O)CN(C)C(=O)CCOc2cccc(C)c2)cc1	-11%	1%	8%	2%	6%	6%	3.5%	2.1%	-6%
O=c1c(-c2ccco2)[n+]([O-])c2ccccc2n1OCc1ccccc1	-6.9%	10%	-7%	30%	2%	7%	1.4%	-0.2%	-6%
CCn1cc(C(=O)O)c(=O)c2cc(F)c(N3CCN(S(=O)(=O)c4ccc(NC(=O)OC)cc4)CC3)cc21	-3.4%	1%	10%	34%	10%	2%	18%	8.7%	-5%
CCCOc1ccc(C2C(=O)N(C3CCCCC3)CC(=O)N2C2CC2)cc1OC (stereo not drawn)	-3.1%	-4%	-2%	-8%	5%	-1%	1.1%	-1.6%	-7%
Cc1cc(S(=O)(=O)N2CCOCC2)ccc1OCC(=O)Nc1ccc(F)cc1F	.	-6%	-2%	9%	6%	5%	1.6%	2.7%	-1%
Nc1c2c(nn1-c1ccc(F)cc1)CSC2	.	12%	-6%	12%	6%	0%	-0.1%	3.4%	-4%
Cc1[nH]ccc(=O)c1Cc1c(Cl)cccc1Cl	.	2%	4%	-1%	4%	19%	0.1%	-0.9%	-7%
O=C(O)c1cccc(N2C(=O)CSC2c2c(F)cccc2Cl)c1 (stereo not drawn)	-4.4%	3%	7%	-2%	5%	25%	0.0%	1.4%	-6%
O=C(NC(=S)N(Cc1ccccc1)c1ccccn1)C1CC1	-6.2%	11%	0%	-9%	-11%	8%	-0.8%	0.4%	-1%
Cn1c(=O)c(C(=O)c2ccc(S(C)(=O)=O)c(Cl)c2Cl)c(O)c2ccccc21	.	5%	.	.	11%	17%	4.9%	.	.

As a short view, some entries already given:
SMILES	XIAP antagonists	Dengue-2 NS5 capping	Siah-1 displacement	AID2073	MgcRacGAP inhibition	SV40 large T antigen	RSV CPE inhibition	HIV fusion peptide	LYP inhibition	others
Cc1[nH]ccc(=O)c1Cc1c(Cl)cccc1Cl	.	2%	4%	-1%	4%	19%	0.1%	-0.9%	-7%
O=C(O)c1cccc(N2C(=O)CSC2c2c(F)cccc2Cl)c1 (stereo not drawn)	-4.4%	3%	7%	-2%	5%	25%	0.0%	1.4%	-6%
O=C(NC(=S)N(Cc1ccccc1)c1ccccn1)C1CC1	-6.2%	11%	0%	-9%	-11%	8%	-0.8%	0.4%	-1%
Cn1c(=O)c(C(=O)c2ccc(S(C)(=O)=O)c(Cl)c2Cl)c(O)c2ccccc21	.	5%	.	.	11%	17%	4.9%	.	.

Assay outcomes from PubChem.
